GAA glycogen mod: qHTS Assay for Inhibitors and Activators of Human alpha-Glucosidase Cleavage of Glycogen | Lysosomal alpha-glucosidase (Homo sapiens), P10253 | hit rate 0.38% among 300,000 | Potency, µM (doses to about 76.4 µM), inactives show at the highest dose activity change, negative = inhibition, actives largely listed as inhibitors | recombinant GAA, glycogen substrate, Amplex Red glucose oxidase fluorescence; active = well fitted inhibition curve with a large enough effect;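 also: 0% = full enzyme reaction and -100% = no-enzyme basal signal; the screen sought inhibitors and activators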
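Recombinant enzyme (4 nM final) with compounds titrated up to 77 uM and bovine liver glycogen (30 ug) in citrate pH 5.0, 0.01% Tween-20, 37 C 40 min. Released glucose detected by Amplex Red/glucose oxidase (Ex 573/Em 610); AC50 from Hill fits.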
Numbers without * were called inactive; [ ] = another dose, or the depositor's remark. Potency is read from the fitted curve at half-maximal effect.

GAA glycogen mod	mol
-26%	Cc1ccc(NC(=O)CCNC(=O)c2ccccc2)cc1F
0%	COc1cccc(C(=O)CC(=O)C(=O)Nc2cc(OC)c(OC)c(OC)c2)c1
-9%[76.3 µM]	COC(=O)c1c(NC(=O)C(=O)NCCCN2CCOCC2)sc2c1CC(C)(C)OC2
-21%	NC(=O)CSc1nnc(-c2ccco2)n1-c1ccccc1
2%	O=C(CS(=O)CC(=O)NC12CC3CC(CC(C3)C1)C2)Nc1ccc(F)cc1 (centres undefined)
-6%[76.3 µM]	CCOC(=O)c1c(C)[nH]c(C)c1S(=O)(=O)NCc1ccccc1OCC
2%	COc1ccc(CC(=O)NC2CCCCCC2)c(OC)c1
-1%	COc1ccc(C(=O)c2coc3ccc(OC(C)=O)cc23)cc1
1%	COc1ccc(C2(C)CC(=O)NC2=O)cc1 (centres undefined)
4%	O=C(O)Cn1nnc(COc2ccccc2)n1
5%	COc1ccc2[nH]c3c(c2c1)CCNC3c1ccc([N+](=O)[O-])o1 (centres undefined)
-1%	COc1ccc(CNC(=O)C/C(C)=N/NC(=O)c2cc(OC)cc(OC)c2)cc1
-2%[76.3 µM]	COc1cccc(N2CCN(S(=O)(=O)c3ccc4c(c3)CC(C)N4C(=O)C3CC3)CC2)c1 (centres undefined)
-17%	COc1ccc(CNC(=S)NNC(=O)c2cc3ccccc3o2)cc1
-4%[76.3 µM]	Cc1ccc(C(=O)Nc2ccc(C(=O)N3CCCCC3)cc2)o1
8%	CN(Cc1ccccc1)C(=O)CSc1nc2ccccc2[nH]1
0%[76.3 µM]	COc1cc(Cl)ccc1OCc1cc(C(=O)N2CCCCCC2)no1
-7%	CCn1cc(/C=C/c2cc[n+](C)cc2)c2ccccc21
-20%	C/C(=N\NC(=O)c1cccc([N+](=O)[O-])c1)c1cccnc1
1%	O=[N+]([O-])c1ccc(O)c(/C=N/Nc2ncnc3c2cnn3-c2ccccc2)c1

(listing goes on)
GAA glycogen mod	mol
6%	COc1ccc(-n2c(C)c(C)c3c(NCCCO)ncnc32)cc1
-5%	COc1ccc(OC)c(-c2csc(-c3cccs3)n2)c1
-1%[76.3 µM]	Cc1ccccc1NC(=O)Nc1ccc2c(c1)OCO2
3%[76.3 µM]	CCOC(=O)c1ccc(NC(=S)N2CCN(C(=O)C3CCCO3)CC2)cc1 (centres undefined)
-3%	COc1ccc(CNc2ccc(Cl)cc2)cc1Cn1ccnc1
12%	COc1ccc(CN(C(=O)CN2C(=O)c3ccccc3S2(=O)=O)C(C(=O)NCC2CCCO2)c2ccco2)cc1 (centres undefined)
0%[76.3 µM]	COCCCC1CCN(C(=O)C2CCC(=O)N(C3CCCCCC3)C2)CC1 (centres undefined)
-1%	O=C(Nc1cccnc1Cl)c1cc2ccccc2o1
-1%[76.3 µM]	CC(C)Oc1ccc(CNC(=O)Cn2c(=O)c3cccn3c3cccnc32)cc1
-3%[76.3 µM]	Cc1cc(C(=O)NC2CCCc3c2cnn3-c2ccc(C)c(C)c2)n(C)n1 (centres undefined)
2%[76.3 µM]	CCCCc1ccc(/C(C)=N/NC(=O)C2CCCC2)cc1
2%[76.3 µM]	O=C(CCc1c[nH]c2ccccc12)OCc1ccc(Br)cc1
3%	Fc1ccccc1/C=N/n1c(COc2ccccc2)n[nH]c1=S
1%	COC(CNC(=O)CN1CCN(Cc2ccc(F)cc2Cl)C1=O)OC
-8%[76.3 µM]	CCC(Cc1ccccc1)NC(=O)CCNS(=O)(=O)c1cc(Br)cnc1N (centres undefined)
0%[76.3 µM]	CC(C)Cc1nnc(NC(=O)CCS(=O)(=O)c2ccc(Cl)cc2)s1
-18%[76.3 µM]	O=C(NC(=S)NC1CCCCC1)c1ccc(Cl)cc1
-3%[76.3 µM]	Cc1cc(OCC(=O)NC2CC(C)(C)NC(C)(C)C2)c2c(C)c(C)c(=O)oc2c1
-11%	CCC(C)N1CCN(S(=O)(=O)c2ccc3ccccc3c2)CC1 (centres undefined)
-9%[76.3 µM]	CC1CC(C)CN(CCCNC(=O)c2ccc3c(c2)NC(=O)CS3)C1 (centres undefined)

Given as tab-separated lines: entries from further up
SMILES	GAA glycogen mod
O=C(O)Cn1nnc(COc2ccccc2)n1	4%
COc1ccc2[nH]c3c(c2c1)CCNC3c1ccc([N+](=O)[O-])o1 (centres undefined)	5%
COc1ccc(CNC(=O)C/C(C)=N/NC(=O)c2cc(OC)cc(OC)c2)cc1	-1%
COc1cccc(N2CCN(S(=O)(=O)c3ccc4c(c3)CC(C)N4C(=O)C3CC3)CC2)c1 (centres undefined)	-2%[76.3 µM]
COc1ccc(CNC(=S)NNC(=O)c2cc3ccccc3o2)cc1	-17%
Cc1ccc(C(=O)Nc2ccc(C(=O)N3CCCCC3)cc2)o1	-4%[76.3 µM]
CN(Cc1ccccc1)C(=O)CSc1nc2ccccc2[nH]1	8%

Further records
GAA glycogen mod	mol
-3%[76.3 µM]	COc1ccc(C(=O)NC2CC2)cc1OC1CCN(Cc2ccc(F)cc2)CC1
-5%	CC(=O)c1ccc(NC(=O)Cc2ccsc2)cc1
9%	CC(C)NC(=O)c1cc2c(=O)n3ccccc3nc2s1
2%[76.3 µM]	Cc1ccc(S(=O)(=O)NC(=O)COc2ccc([N+](=O)[O-])cc2)cc1
-4%[76.3 µM]	Cc1cccc(NC(=O)CSCC(=O)Nc2cc(S(=O)(=O)N3CCOCC3)ccc2N2CCCC2)c1
5%	CC1(C)Oc2ccc(C(=O)NC3CCCCC3)cc2N(CC#N)C1=O
-27%[76.3 µM]	COc1cc2c(cc1OC)CN(C(=O)CN1CCN(S(=O)(=O)c3ccc(C)c(C)c3)CC1)CC2
-3%	CCCCC(=O)Nc1nn(CC)c2nc3c(C)cccc3cc12
-4%	O=C(OCC(=O)N1CCOCC1)c1cc(F)c(F)cc1Cl
5%[76.3 µM]	COc1ccc(-c2cc3c(=O)n(CC(=O)Nc4cccc(Cl)c4)ncn3n2)cc1
-21%[76.3 µM]	CC1(c2ccc3ccccc3c2)NC(=O)N(CC(=O)N2CCN(S(=O)(=O)c3ccccc3F)CC2)C1=O (centres undefined)
-9%[76.3 µM]	CCN(CC(=O)NCc1ccc(Cl)cc1)C(=O)CN1C(=O)NC(CC)(c2ccccc2)C1=O (centres undefined)
-8%	COc1ccc(Cc2nnc(NC(=O)C3CCN(C(=O)c4ccco4)CC3)s2)cc1
2%	CCc1nc(SCC(=O)O)c2c3c(sc2n1)COC(C)(C)C3
-21%	CC(Cc1ccccc1)NC(=O)CC(c1ccccc1)c1ccccc1O (centres undefined)
0%	CCOC(CCNC(=O)c1cn(C)c(=O)c2c1c1ccccc1n2C)OCC
-16%	CC(C)CCOP(=O)(c1ccc(N(C)C)cc1)C(O)c1ccc(N(C)C)cc1 (centres undefined)
-3%	O=C(Nc1cccc(O)c1)c1ccc(NC(=O)C2CCCO2)cc1 (centres undefined)
-6%	Cc1nnc(Oc2ccc([N+](=O)[O-])cc2)c2ccccc12
-1%[76.3 µM]	CC(C)(C)c1ccc(C(=O)C2CCCN(C(=O)c3ccccn3)C2)cc1 (centres undefined)

(further entries)
GAA glycogen mod	mol
4%	O=C(O)c1cc(-c2ccc(Cl)c(Cl)c2)n(-c2ccccc2)n1
1%	COc1cc(C(C)=O)ccc1OCc1nnc(-c2ccccc2Br)o1
-14%[76.3 µM]	CC(C)CN(C(=O)CN1C(=O)C2CCCCC2C1=O)c1c(N)n(Cc2ccccc2)c(=O)[nH]c1=O (centres undefined)
8%[76.3 µM]	CCCCn1c(N)c(N(CC)C(=O)c2ccc(C)cc2)c(=O)[nH]c1=O
0%	O=C(C1CCCC1)N1CCN(S(=O)(=O)c2ccc(F)cc2)CC1
18%[76.3 µM]	CCCc1cc(=O)oc2cc(OCC(=O)N3C[C@H]4C[C@@H](C3)c3cccc(=O)n3C4)c(Cl)cc12
-11%	CC(CN1C(C)CCCC1C)OC(=O)c1cccc(Br)c1 (centres undefined)
3%	CC1CCN(C(=O)CSc2nc(C3CC3)nc3ccccc23)CC1
1%	COc1ccc(CCNC(=O)C2CCN(C(=O)c3ccc(OC)c(OC)c3)CC2)cc1
-4%	O=C(O)CSc1cc(NS(=O)(=O)c2ccc(Br)cc2)c2ccccc2c1O
2%	COc1ccc(-c2noc(=O)n2Cc2ccc(F)cc2Cl)cc1
1%[76.3 µM]	COc1cccc(OCC(=O)NNC(=O)c2ccc3ccccc3c2)c1
-10%[76.3 µM]	CN(Cc1c(C(=O)N2CCCCCCC2)nc2ccc(Cl)cn12)C1CCOC1 (centres undefined)
4%	COC(=O)NC1c2ccccc2Oc2ccc(C)cc21 (centres undefined)
-6%[76.3 µM]	Cc1ccc(-n2ncc3c2CC(C)(C)CC3NC(=O)c2ccc[n+]([O-])c2)cc1 (centres undefined)
-8%	COc1ccc(/C=N/n2c(C)nc3ccccc3c2=O)cc1OC
4%	N#Cc1c(Cl)nc(-c2ccncc2)nc1-c1ccccc1
-6%	COC(=O)CN1C(=O)Nc2ccc(Cl)cc2C1c1ccccc1 (centres undefined)
5%	Cc1c(C(c2ccc(C(=O)O)cc2)c2c(C)n(C)n(-c3ccccc3)c2=O)c(=O)n(-c2ccccc2)n1C
6%[76.3 µM]	Cc1cc(OCC(=O)NC(Cc2ccc(Cl)cc2)C(=O)O)c2c(C)cc(=O)oc2c1 (centres undefined)

(further entries)
GAA glycogen mod	mol
0%[76.3 µM]	COc1ccc(S(=O)Cc2ccc(C(=O)N3CCN(C(=O)c4ccco4)CC3)o2)cc1 (centres undefined)
-2%	CN1CCC(N(C)S(=O)(=O)c2ccc(C(C)(C)C)cc2)CC1
-1%[76.3 µM]	CC(=O)C1CCCN(C(=O)c2ccc3nc(Cc4cccc(Cl)c4)oc3c2)C1 (centres undefined)
-4%[76.3 µM]	O=C(CCCN1C(=O)C(c2ccccc2)Oc2cccnc21)NCc1ccccc1Cl (centres undefined)
-1%	O=C(NC1CCCCC1)C(c1ccncc1)N(C(=O)c1csnn1)c1cccc(F)c1 (centres undefined)
0%	COc1ccccc1NC(=O)NCC1CC1(Cl)Cl (centres undefined)
-9%[76.3 µM]	S=C(NCc1ccccc1)NCc1cccc(Cl)c1
1%[76.3 µM]	COc1cccc(CSc2nccn2C)c1
0%[76.3 µM]	NS(=O)(=O)c1ccc(CNS(=O)(=O)c2ccc3ccccc3c2)cc1
5%[76.3 µM]	O=C(CCC(=O)Nc1ccc(F)cc1)N/N=C/c1cccs1
2%	Cc1ccc(NC(=O)c2cc3ccccc3oc2=N)cc1
0%[76.3 µM]	O=C(NCCc1ccccc1)C(=O)NCC1OCCCN1S(=O)(=O)c1cccs1 (centres undefined)
-9%[76.3 µM]	CCOc1ccc(NC(=O)C2CCN(C(=O)C3CC(=O)N(c4ccc(C)cc4)C3)CC2)cc1 (centres undefined)
-5%[76.3 µM]	O=C(c1cc(COc2ccc(F)cc2F)on1)N1C[C@H]2CC[C@H]1C2
-16%[76.3 µM]	COc1ccc(-c2[nH]ncc2/C=N\NC(=O)c2ccc(Br)o2)cc1OC
-1%	COc1ccccc1CN(C)C(=O)C(c1ccccc1)c1ccccc1
0%[76.3 µM]	O=C(COC(=O)c1cc([N+](=O)[O-])ccc1N1CCOCC1)NCc1ccc(Cl)cc1Cl
-2%	CSc1nsc(SCC(=O)Nc2ccccc2C(=O)O)n1
-5%[76.3 µM]	CC(C)c1ccc(NC(=O)[C@H](NC(=O)[C@@H]2Cc3ccccc3CN2)c2ccccc2)cc1
4%[76.3 µM]	Cc1ccc(NS(=O)(=O)c2ccc3c(c2)NC(=O)CCS3)c(C)c1

Reformatted with bars between the fields: entries from further up
Molecule | GAA glycogen mod
CN(Cc1c(C(=O)N2CCCCCCC2)nc2ccc(Cl)cn12)C1CCOC1 (centres undefined) | -10%[76.3 µM]
COC(=O)NC1c2ccccc2Oc2ccc(C)cc21 (centres undefined) | 4%
Cc1ccc(-n2ncc3c2CC(C)(C)CC3NC(=O)c2ccc[n+]([O-])c2)cc1 (centres undefined) | -6%[76.3 µM]
COc1ccc(/C=N/n2c(C)nc3ccccc3c2=O)cc1OC | -8%

Exported field by field: part of the list above.
> COC(CNC(=O)CN1CCN(Cc2ccc(F)cc2Cl)C1=O)OC
- GAA glycogen mod: 1%
> CCC(Cc1ccccc1)NC(=O)CCNS(=O)(=O)c1cc(Br)cnc1N (centres undefined)
- GAA glycogen mod: -8%[76.3 µM]

Next compounds
GAA glycogen mod	mol
-2%	COc1ccc(C)cc1S(=O)(=O)N(C)CC(=O)NCc1ccncc1
-3%	CCOC(=O)N1CCN(CCC(=O)c2ccc(Br)cc2)CC1
-1%	O=C(CN(C(=O)CCC(=O)Nc1ccccn1)C1CCCC1)NCc1ccc(F)cc1
2%	O=C(NCc1ccccc1Cl)C1(S(=O)(=O)c2ccc(Cl)cc2)CC1
0%	O=C(/C=C/c1ccccc1)NNC(=O)c1ccco1
-1%[76.3 µM]	Cc1cc(S(=O)(=O)N2CCCOC2CNC(=O)C(=O)NCCCN2CCOCC2)ccc1F (centres undefined)
4%	CCCC(C)c1nnc(NC(=O)C2CC(=O)N(c3ccc(OCC)cc3)C2)s1 (centres undefined)
-6%[76.3 µM]	Cc1cc(OCC(=O)N2CCN(c3ccccn3)CC2)cc(C)c1Br
-4%[76.3 µM]	CCc1cc(C(=O)NNC(=O)CCN2CCN(c3ccccc3)CC2)sc1C
-3%	CC(CCc1ccccc1)NC(=O)COC(=O)c1ccccc1Br (centres undefined)
-3%	CCS(=O)(=O)c1ccccc1C(=O)NC1CCCc2ccccc21 (centres undefined)
4%	O=C(O)CC(NC(=O)C12CC3CC(CC(C3)C1)C2)c1ccc(Cl)cc1 (centres undefined)
2%	COC(=O)c1ccc(CSc2nc3ccccc3c(=O)n2N)cc1

Screening results: PubChem BioAssay, National Center for Advancing Translational Sciences (NCATS)

An excerpt, so the mix of outcomes need not match the whole.
